Source: PubChem BioAssay (Broad Institute)
PglD DTNB: C. jejuni PglD acetyltransferase inhibitors, primary screen, biochemical, DTNB colorimetric, single point; purified PglD enzyme, DTNB colorimetric CoA detection; inhibition, % at 12.5 µM; 360,000 compounds, 0.098% hits; in the data active = inhibition above about 16%, passing the limit was not always enough; also: strong numbers were not always called active
LGR2 antag: inhibitors of bursicon-induced LGR2 CRE-luciferase signal, primary screen, cell-based, HEK293, CRE-luciferase reporter, bursicon stimulation. inhibition, % at 9.99 µM. bursicon-stimulated, 4 h. 380,000 compounds, 0.35% hits;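 active = drop in luminescence signal, shown as inhibition above about 50% in the replicate tests, limit read from the data, passing the limit was not always enough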;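 also: agonist challenge used bursicon conditioned medium at about half maximal strength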
PGC1a acetyl inh: inhibitors of PGC1a acetylation signal, primary screen, cell-based, U2OS, AlphaScreen, inhibitor mode | AlphaScreen anti-acetyl-lysine; with virally co-expressed GCN5 acetyltransferase | inhibition, % at 15.6 µM | 350,000 compounds, 0.17% hits;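 active = every replicate shows inhibition of at least 40%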;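 also: 0% = neutral control wells and 100% = positive control wells; some results beyond the cut were filed as inactive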
FN deposit inh: inhibitors of fibronectin matrix deposition, primary screen, AH1F cells, Alexa488-fibronectin fluorescence, plate reader; AID 743247, 2014; 350,000 compounds, 0.086% hits; inhibition, % at 12.6 µM; AH1F fibroblasts, overnight;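 active = mean inhibition across replicates of 30% or more, regardless of how many single replicates reach that level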;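 also: positive control wells lacked labelled fibronectin entirely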
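test system = AH1F fibroblasts assembling fluorescent fibronectin matrix | quantity = 10000 AH1F cells per well | buffer or medium = DMEM plus 2% serum, read in PBS | doses = single dose, pinned | incubation = 1 h cell attachment, overnight exposure to compound and label | detection = fluorescence at 485 nm excitation, 525 nm emission | read-out basis = inhibition from reduced deposited-fibronectin fluorescence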
S100A4 inh HTS: inhibitors of S100A4-myosin IIA peptide binding, primary screen, biochemical, fluorescence polarization, TAMRA-MyoIIA peptide; Protein S100-A4 (Homo sapiens), P26447; inhibition, % at 10.7 µM; 360,000 compounds, 0.14% hits;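 active = mean inhibition of at least 70% across replicates, with every replicate also reaching that level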
Target sequence (P26447 whole entry, looked up): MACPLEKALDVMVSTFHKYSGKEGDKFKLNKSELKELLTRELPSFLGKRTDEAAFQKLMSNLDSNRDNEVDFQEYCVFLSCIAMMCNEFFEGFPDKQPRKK
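Test system: S100A4 monomer protein. Medium: HEPES buffer with Ca2+, pH 7.2. Reagent: fluorescent myosin IIA peptide, 5 nM. Compound dosing: single-point compound testing. Timing: 5 min between mix addition and reading. Benchmarks: DMSO neutral and TFP positive wells.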
PAX8 reporter: inhibitors of PAX8-driven TPO luciferase reporter, primary screen, RMG-I cells, single concentration; SteadyGlo, 24 h; 360,000 compounds, 1.2% hits; inhibition, % at 12.6 µM;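 active = mean replicate inhibition at least 60% with every replicate also reaching 60%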;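 also: luciferase light reporting Pax8 driven TPO promoter activity; plate controls were median of neutral control wells for no effect and mitoxantrone controls for full effect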
EWS-Fli inh: EWS/Fli-driven NR0B1 reporter inhibitors, primary screen, A673 cells, NR0B1 luciferase, luminescence, MLPCN library; viability-normalised; inhibition, % at 12.6 µM; 350,000 compounds, 0.67% hits; AID 651661, 2012;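 active = mean inhibition of at least 50% after viability correction, with every replicate also passing that limit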;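 also: firefly luciferase signal divided by Alamar Blue viability fluorescence both relative to DMSO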
ERAP1 inh: human ERAP1 aminopeptidase inhibitors, primary screen, biochemical, single point, plate reader | Endoplasmic reticulum aminopeptidase 1 (Homo sapiens), Q9NZ08 | recombinant ERAP1, Leu-AMC fluorescence, 60 min | inhibition, % at 10.7 µM | 340,000 compounds, 0.15% hits | AID 652197, 2013;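 active = mean replicate inhibition of at least 30%, or all replicates individually reaching that 30% level; inactive = mean below 30% and not every replicate reaching it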;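 also: 0% = neutral control wells and 100% = L-leucinethiol positive control wells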
Target sequence (Q9NZ08 whole entry, looked up): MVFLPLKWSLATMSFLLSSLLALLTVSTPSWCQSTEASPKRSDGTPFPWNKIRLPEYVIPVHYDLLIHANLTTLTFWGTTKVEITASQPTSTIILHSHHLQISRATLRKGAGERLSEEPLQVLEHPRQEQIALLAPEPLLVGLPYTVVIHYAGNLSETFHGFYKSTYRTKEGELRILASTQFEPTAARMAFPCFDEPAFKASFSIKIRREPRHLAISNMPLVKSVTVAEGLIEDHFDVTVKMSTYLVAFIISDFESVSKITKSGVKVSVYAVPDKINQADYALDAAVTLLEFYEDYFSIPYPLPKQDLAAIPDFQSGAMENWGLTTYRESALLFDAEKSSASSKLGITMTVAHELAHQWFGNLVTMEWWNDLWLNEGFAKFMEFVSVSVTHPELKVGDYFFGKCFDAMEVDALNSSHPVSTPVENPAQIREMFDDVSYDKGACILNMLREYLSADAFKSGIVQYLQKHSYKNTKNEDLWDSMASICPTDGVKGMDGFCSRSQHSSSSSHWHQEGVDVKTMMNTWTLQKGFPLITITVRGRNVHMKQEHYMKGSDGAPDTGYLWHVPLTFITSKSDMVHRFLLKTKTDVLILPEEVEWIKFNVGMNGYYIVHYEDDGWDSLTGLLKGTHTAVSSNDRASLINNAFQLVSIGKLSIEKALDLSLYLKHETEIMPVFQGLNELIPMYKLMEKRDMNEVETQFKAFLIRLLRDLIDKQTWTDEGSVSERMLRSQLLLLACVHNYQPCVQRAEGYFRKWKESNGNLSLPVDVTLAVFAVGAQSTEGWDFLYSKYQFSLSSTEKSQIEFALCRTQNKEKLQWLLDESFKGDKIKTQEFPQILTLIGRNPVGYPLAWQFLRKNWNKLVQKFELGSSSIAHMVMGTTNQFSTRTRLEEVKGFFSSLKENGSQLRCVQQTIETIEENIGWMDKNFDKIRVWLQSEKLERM
An asterisk follows results filed as active; nt = no result given. Outcome played no part in choosing rows; any-hit rate near 2.1%.

SMILES	PglD DTNB	LGR2 antag	PGC1a acetyl inh	FN deposit inh	S100A4 inh HTS	PAX8 reporter	EWS-Fli inh	ERAP1 inh
Cc1ccc(CC(=O)Nc2cccnc2)cc1	nt	-3.9	nt	0.0	18.8	-3.7	4.6	15.1
Cc1noc(C)c1NC(=O)Nc1ccc2c(c1)C(=O)N([C@H](C)CO)C[C@H](C)[C@H](CN(C)C(=O)c1ccccc1)OCCCC[C@H](C)O2	3.7	-2.6	-3.5	nt	-15.3	9.2	0.6	-0.4
CCCCOC(=O)C(C)Sc1n[nH]c(=O)[nH]c1=O (stereo unspecified)	nt	-3.3	-5.4	15.0	3.4	-6.0	-8.3	0.6
NC(Cc1ccc(C(F)(F)F)cc1)c1csc(Nc2cnccn2)n1 (stereo unspecified)	3.6	-21.3	nt	-5.2	1.2	18.0	9.1	3.3
COC(=O)[C@H]1[C@H](CO)[C@H]2Cn3c(ccc(C4=CCCCC4)c3=O)[C@H]2N1C(=O)c1ccccc1F	-4.8	15.3	8.0	2.2	-1.8	-0.8	-0.8	5.0
C[C@H](CO)N1C[C@H](C)[C@H](CN(C)S(C)(=O)=O)Oc2ncc(C#CC3CC3)cc2C1=O	4.5	-3.4	-11.9	2.0	5.5	nt	2.0	2.9
N/C(CS(=O)(=O)c1ccccn1)=N\OC(=O)c1ccc(Cl)cc1	nt	-24.6	nt	-2.4	4.0	-13.5	-1.3	5.4
COC(=O)C(C)(C)ONC(=O)Nc1ccccc1	nt	-6.8	nt	-2.4	-1.5	-2.9	-7.1	-2.0
O=C(COc1cc(F)ccc1[N+](=O)[O-])Nc1cccc(S(=O)(=O)NC2=NCCC2)c1	6.5	9.5	-3.2	3.2	-2.3	0.8	7.5	6.2
O=C(C[C@H]1CC[C@@H](NC(=O)C2CCC2)[C@H](CO)O1)NC1CCC1	-0.4	9.3	-3.6	nt	0.1	-18.9	2.6	-1.4
CC(=O)N1CCc2cc(S(=O)(=O)NC(Cc3ccccc3)C(=O)Nc3cc(C)ccn3)ccc21 (stereo unspecified)	-1.5	5.9	-8.5	nt	41.9	nt	-1.3	-1.1
COc1ccc2c3c([nH]c2c1)[C@@H](CO)N(C(=O)C1CCC1)CC31CCN(Cc2cccc(F)c2)CC1	nt	6.8	nt	nt	-12.0	22.6	38.7	2.1
COc1ccc(/C=N/NC(=O)C2(C)NC(C)(C)Cc3ccccc32)cc1 (stereo unspecified)	nt	12.8	2.6	nt	-12.5	-21.6	-4.0	1.8
COc1ccc(/C=N/NC(=O)CCC(=O)Nc2ccccc2)cc1OC	nt	1.0	nt	3.5	-12.2	-4.0	8.8	-0.7
CCC(=O)NCCc1cc2ccc(C)c(C)c2[nH]c1=O	5.1	-2.8	12.1	-1.2	-0.8	-41.1	-23.9	-1.8
O=C(Nc1c2c(nn1-c1cccc(Cl)c1)CS(=O)(=O)C2)c1ccco1	5.1	-3.9	5.4	-9.5	-2.1	-8.3	nt	-5.4
COc1cccc(CN(C)C[C@@H]2OCc3ccccc3-c3c(n(C)c4ccccc34)C(=O)N([C@@H](C)CO)C[C@@H]2C)c1	nt	-17.3	3.5	0.9	10.1	-7.7	-0.2	-4.6
O=C(O)c1ccccc1C(=O)c1cccc2ccccc12	1.3	2.4	2.2	-6.2	-1.3	-23.4	9.2	-2.3
COC(=O)c1ccccc1NC(=O)COc1ccccc1[N+](=O)[O-]	nt	-14.1	3.3	5.8	2.2	15.9	-48.2	3.8
O=C(O)c1cccc(-n2c(/C=C/c3ccccc3)nc3ccccc3c2=O)c1	6.0	6.2	3.8	-6.3	3.8	3.2	3.2	-0.6
O=C1OC(c2ccccc2)(c2cc(Br)c(O)c(Br)c2)c2ccccc21 (stereo unspecified)	2.9	-22.0	7.0	4.9	-2.6	-4.8	7.2	-0.4
COc1ccc(C(C)(C)C)cc1N1C(=O)[C@@H]2CSCCS(=O)(=O)N2C1=O	nt	-11.5	nt	-3.9	-6.4	0.0	1.5	-5.3
CCNC(=O)C[C@@H]1CC[C@H]2[C@@H](COc3ccc(NC(=O)c4ccccc4Cl)cc3C(=O)N2C)O1	0.9	nt	-0.5	nt	nt	-7.8	-3.4	nt
CN1CCC(N(C)CC(O)c2ccccc2)CC1 (stereo unspecified)	1.4	20.0	nt	1.1	4.2	-2.2	3.8	7.7
COc1ccc(S(=O)(=O)N2CCN(CC(=O)N3CCOCC3)CC2)cc1OC	2.0	-3.4	1.1	0.3	6.9	-0.2	3.5	4.9

An excerpt of these results, with values under each structure.
Values run as follows: PglD DTNB | LGR2 antag | PGC1a acetyl inh | FN deposit inh | S100A4 inh HTS | PAX8 reporter | EWS-Fli inh | ERAP1 inh
- CCC(=O)NCCc1cc2ccc(C)c(C)c2[nH]c1=O
  5.1 | -2.8 | 12.1 | -1.2 | -0.8 | -41.1 | -23.9 | -1.8
- O=C(Nc1c2c(nn1-c1cccc(Cl)c1)CS(=O)(=O)C2)c1ccco1
  5.1 | -3.9 | 5.4 | -9.5 | -2.1 | -8.3 | nt | -5.4

The list goes on.
SMILES	PglD DTNB	LGR2 antag	PGC1a acetyl inh	FN deposit inh	S100A4 inh HTS	PAX8 reporter	EWS-Fli inh	ERAP1 inh
C[C@@H]1CN([C@@H](C)CO)S(=O)(=O)c2ccc(C#Cc3ccncc3)cc2O[C@H]1CN(C)C(=O)c1ccncc1	-2.6	3.4	-7.9	nt	5.4	75.5	-9.3	0.5
COc1ccc(C(CNC(=O)C(CCSC)NC(=O)c2ccccc2Cl)N2CCCC2)cc1 (stereo unspecified)	2.3	3.8	2.2	-4.4	-1.5	-17.2	4.4	-0.1
COc1ccccc1CCc1nnc(CCC(=O)NC(C)Cc2cccc(C)n2)o1 (stereo unspecified)	2.3	0.5	-0.9	2.6	2.9	5.0	6.5	0.0
COc1ccccc1NC(=O)N1CC(=O)N2[C@H](CO)[C@@H](c3ccc(C#Cc4ccccc4)cc3)[C@H]2C1	nt	-2.7	-6.1	nt	-4.3	-66.9	-4.5	-0.4
Cc1cc(C)nc(SCC(=O)Nc2ccnc3ccccc23)n1	nt	-8.1	nt	-3.4	-0.1	7.8	2.4	-5.8
O=C(NCc1ccccc1)c1c(O)c2ccccc2[nH]c1=O	-6.7	7.0	-4.2	6.2	0.2	-16.9	-19.5	-2.6
CCc1nnc(NC(=O)c2cc(S(=O)(=O)N(C)c3ccc(OC)cc3)ccc2Cl)s1	-5.1	0.8	0.6	nt	-6.9	7.7	5.7	0.5
CN(Cc1ccccc1)CC1CCCN(CCc2ccccc2F)C1 (stereo unspecified)	-37.1	-7.9	11.0	-8.3	-5.7	20.6	6.4	-1.6
COC(=O)CNC(=O)C1Nc2ccc(OC(F)(F)F)cc2C2C=CCC12 (stereo unspecified)	-1.5	nt	-4.8	-1.2	5.0	4.6	4.5	2.0
CC(C)C(=O)Nc1c2c(nc3ccccc13)N(C)CC2	-0.6	nt	-1.8	12.8	nt	5.0	nt	nt
C[C@H]1CN([C@@H](C)CO)C(=O)c2cc(NC(=O)Nc3ccc(F)cc3)ccc2O[C@H]1CN(C)Cc1ccncc1	-3.1	-14.6	-0.1	nt	-1.1	8.7	21.7	-1.4
O=C(OCCN1CCCC1=O)c1cc(F)c(F)c(F)c1F	0.6	-8.5	nt	3.1	-1.8	15.2	5.0	3.1
O=C(Nc1ccc(N2CCOCC2)cc1)c1csc([C@@H]2O[C@H](CO)[C@H](O)[C@H](O)[C@H]2O)n1	-2.5	-5.5	0.9	4.6	0.5	-15.4	-1.9	-0.6
COC(=O)c1ccc(CNC(=O)CSC(C)C(=O)Nc2cc(C)on2)cc1 (stereo unspecified)	-2.6	-23.7	-8.6	-10.4	-3.7	1.7	-7.0	-2.5
O=C(N/N=C\c1cc2c(cc1Cl)OCO2)c1cccs1	1.2	-19.5	nt	nt	-9.0	-95.6	-53.3	0.0
COc1ccccc1-c1csc2ncnc(Sc3nnnn3C)c12	1.9	17.0	-0.8	8.2	0.0	18.4	9.9	3.8
Cc1cc(C)n(CCCNC(=O)c2ccc(C)c(S(=O)(=O)N3CCOCC3)c2)n1	nt	3.7	nt	4.2	-3.2	-1.6	-4.8	-4.1
COc1ccccc1-c1ccc2n(c1=O)C[C@H]1[C@H](CO)[C@@H](C(=O)N(C)C)N(C(=O)c3cccnc3)[C@@H]21	1.2	-9.6	nt	nt	22.2	nt	1.8	1.2
CCCCNC(=O)Nc1ncn[nH]1	-5.9	6.9	nt	0.8	6.9	-12.8	24.0	-4.1
OC(CSc1ccccc1Cl)CN1CCN(c2ccccc2F)CC1 (stereo unspecified)	4.6	-6.4	-16.8	-0.5	nt	nt	nt	nt
Cc1ccc(-n2c(C)cc(C=C3C(=O)CC(C)(C)CC3=O)c2C)cc1	nt	-21.6	nt	nt	-2.7	-17.8	3.3	-2.7
O=C1C2CCCN2C(c2ccc(Br)cc2)N1c1ccc(F)cc1 (stereo unspecified)	-4.6	15.8	nt	2.5	-4.7	-3.4	0.9	-1.1
C[C@@H]1CCCCO[C@@H](CN(C)C(=O)Nc2ccccc2)[C@@H](C)CN([C@@H](C)CO)C(=O)c2cc(NC(=O)Nc3ccc(C(F)(F)F)cc3)ccc2O1	nt	9.6	0.6	nt	-1.4	40.6	5.3	1.0
COc1cc(/C=C2/NC(=O)NC2=O)cc(Br)c1OCc1ccc(C(=O)O)cc1	nt	42.2	3.7	1.9	1.0	-22.5	-2.6	8.6
O=C(Cc1cccs1)N/N=C\c1ccc(O)cc1	5.2	-16.4	nt	8.9	nt	-3.1	nt	nt

Of the compounds above, 3 have a COOH group:
SMILES	PglD DTNB	LGR2 antag	PGC1a acetyl inh	FN deposit inh	S100A4 inh HTS	PAX8 reporter	EWS-Fli inh	ERAP1 inh
O=C(O)c1ccccc1C(=O)c1cccc2ccccc12	1.3	2.4	2.2	-6.2	-1.3	-23.4	9.2	-2.3
O=C(O)c1cccc(-n2c(/C=C/c3ccccc3)nc3ccccc3c2=O)c1	6.0	6.2	3.8	-6.3	3.8	3.2	3.2	-0.6
COc1cc(/C=C2/NC(=O)NC2=O)cc(Br)c1OCc1ccc(C(=O)O)cc1	nt	42.2	3.7	1.9	1.0	-22.5	-2.6	8.6

Continuation.
SMILES	PglD DTNB	LGR2 antag	PGC1a acetyl inh	FN deposit inh	S100A4 inh HTS	PAX8 reporter	EWS-Fli inh	ERAP1 inh
O=C(/C=C/c1ccc(F)cc1)NC(=S)NNC(=O)c1cccnc1	-6.0	16.8	nt	0.8	-0.7	9.2	18.8	-2.2
CN(C(=O)COC(=O)c1cccnc1Cl)C1CCCCC1	1.5	-48.4	0.3	-8.7	-1.3	-98.3	-12.8	2.3
O=C(OCc1ccccc1)/C(=C(\O)c1ccccc1Br)c1ccc(-c2ccccc2)cn1	4.7	-15.5	nt	-4.9	1.9	-14.5	-42.1	5.4
O=C(N/N=C/c1c(Cl)cccc1Cl)c1cccc(F)c1	nt	-55.6	-9.9	nt	-3.2	nt	-34.3	1.5
Cc1ccc2c(C)c(C(=O)N(Cc3ccncc3)CC3CCCO3)oc2c1C (stereo unspecified)	-11.8	-13.7	nt	5.3	-2.9	15.1	nt	-3.6
CCOC(=O)COc1cccc2c(=O)n(CC(=O)NCc3ccc4c(c3)OCO4)ccc12	0.1	11.2	-2.4	-0.4	-0.7	31.1	5.0	2.5
O=C(NCCCN1CCOCC1)c1ccc2c(c1)N(Cc1ccccc1)C(=O)c1ccccc1S2=O (stereo unspecified)	-2.4	-0.3	nt	15.0	7.4	-2.2	6.6	-0.1
